BL2 CD40 inh = CD40 pathway inhibition in BL2 cells; BL2 NF-kB luciferase reporter, CD40L-induced, 4 h; inhibition, % at 10 µM; 0.94% of 83,000 active;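 active = mean inhibition of at least 50% with a set share of replicates also reaching that level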;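 note: 0% = neutral control wells and 100% = IKK inhibitor VII at 50 µM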
Active calls of the source: *; & = joins results of further samples; [ ] = another dose, or the depositor's remark. Not all compounds are listed; count on the stated rates, not on these rows.

SMILES | BL2 CD40 inh
O=S(=O)(c1ccc(N2CCN(CCO)CC2)nc1)N1CCOCC1 | 1
CCC(=O)N1[C@H](CO)[C@@H](c2ccc(-c3ccc(F)cc3)cc2)[C@@H]1CN(C)C(C)=O | -4
O=C1CCCN1CC1CCCN(Cc2nc(COc3ccccc3)no2)C1 (stereo unspecified) | 18
CO[C@@H]1CC[C@H]2CCOc3c(C#N)cccc3C(=O)N(C)CCCC(=O)N(C)C[C@H]1O2 | 8[25 µM]
CC1=C(C(=O)N2CCCC(CCC(=O)NCc3ccccc3F)C2)OCCO1 (stereo unspecified) | -1
Cc1noc(C)c1COC(=O)c1ccc(F)c(S(=O)(=O)N2CCCCC2)c1 | 4
C[C@@H]1CN([C@H](C)CO)C(=O)c2c(c3ccccc3n2C)-c2ccccc2CO[C@@H]1CN(C)Cc1ccc(C(=O)O)cc1 | -9
O=C(Nc1ccc2c(c1)Cc1ccccc1-2)c1cccnc1 | -133
c1ccc(CSc2nc3ncccn3n2)cc1 | -71
c1ccc(-c2nn3c(Cn4cnc5ccccc54)nnc3s2)cc1 | 9
CCOC(=O)Cc1csc(NC(=O)Nc2cccs2)n1 | -57
COc1cc(CNC(=O)OCC(C)C)cc(OC)c1OC | 11
Cc1ccc(S(=O)(=O)NCC(=O)OCC(=O)N(C)C2CCS(=O)(=O)C2)cc1 (stereo unspecified) | -4
CN(C)S(=O)(=O)N1CCN(C(=O)N(c2ccccc2)c2ccccc2)CC1 | 2
COc1ccc2c(c1)CCc1c(C(=O)N3CCCC3)noc1-2 | -69
COCc1c(C(N)=O)nnn1-c1nonc1N | 10
Cn1c(=O)oc2cc(S(=O)(=O)NCc3ccccc3)ccc21 | -1
OCCC1CN(Cc2ccc(Oc3ncccn3)cc2)CCN1C1CCCC1 (stereo unspecified) | 3
CCOC(=O)c1csc(-c2snnc2C)n1 | -2
Cc1ccc(S(=O)(=O)N(C)C[C@H]2OCCCC[C@H](C)Oc3ccc(NS(=O)(=O)c4ccccc4)cc3C(=O)N([C@H](C)CO)C[C@@H]2C)cc1 | 17
O=C(COC(=O)c1ccccc1F)Nc1ccc2c(c1)OCCO2 | 2
CC(=O)c1c(N2CCN(Cc3ccccc3)CC2)nc(=S)n(-c2ccccc2)c1C | -12
c1ccc(Cn2c(CN3CCCC3)nc3ccccc32)cc1 | -13
COCC(=O)N1CCC2(CC1)CN(Cc1ccccc1Cl)[C@H](CO)c1[nH]c3cc(OC)ccc3c12 | -4[25 µM]
OC1=C(O)c2nc3ccccc3nc21 | 11
Cc1ccc(C(=O)Nc2ccc(C(=O)N/N=C/c3ccc(C)o3)cc2)cc1 | 1
O=C(Nc1ccc2nc(-c3cccs3)[nH]c2c1)c1ccco1 | -27
CC1CCCCN1C(=O)COC(=O)c1cc([N+](=O)[O-])ccc1N1CCOCC1 (stereo unspecified) | -25
CCc1cc2c(=O)n(CCCOC)c(SCC(=O)Nc3oc(C)c4c(C)n[nH]c(=O)c34)nc2s1 | 0
O=C(Nc1ccc2c(c1)CCC2)C1CCN(c2c3c(nc4ncnn24)CCC3)CC1 | 36
C[N+]12CCCCC1C(COC(=O)c1ccc3c(c1)OCO3)CCC2 (stereo unspecified) | -9
CCN(CC(=O)Nc1c(F)cccc1F)C(=O)c1cccc(-n2cnnn2)c1 | 10
N#Cc1ccccc1NC(=O)CC1c2ccccc2Oc2ccccc21 | 9
CC(=O)c1cc2c(cc1NC(=O)CN(C)S(=O)(=O)c1cccs1)OCO2 | 9
O=C(O)C1CSC2(CCN(Cc3ccccc3)CC2)N1 (stereo unspecified) | -1
CC1C(=O)N2CCCc3cc(S(=O)(=O)Nc4ccccc4F)cc1c32 (stereo unspecified) | 9
O=C(CN1CCN(S(=O)(=O)c2cccs2)CC1)N1CCCCC1 | 10
O=C(O)C(=Cc1ccccc1[N+](=O)[O-])c1ccc2c(c1)OCO2 | -78
Cc1cccc([N+](=O)[O-])c1C(=O)O | 9
CCn1ncc(-c2cc(C(=O)O)no2)c1C | 10

In another format: 6 of the compounds above.
Structure,BL2 CD40 inh
O=C(CN1CCN(S(=O)(=O)c2cccs2)CC1)N1CCCCC1,10
CC(=O)c1cc2c(cc1NC(=O)CN(C)S(=O)(=O)c1cccs1)OCO2,9
CCN(CC(=O)Nc1c(F)cccc1F)C(=O)c1cccc(-n2cnnn2)c1,10
Cc1cccc([N+](=O)[O-])c1C(=O)O,9
C[N+]12CCCCC1C(COC(=O)c1ccc3c(c1)OCO3)CCC2 (stereo unspecified),-9
CCn1ncc(-c2cc(C(=O)O)no2)c1C,10

Additional compounds follow:
SMILES | BL2 CD40 inh
C[C@H]1CN([C@@H](C)CO)C(=O)CCCn2nncc2CO[C@@H]1CN(C)C(=O)c1ccc2ccn(C)c2c1 | -1[25 µM]
COc1cccc(-c2ccc(C3[C@H]4CNC[C@@H]3N4Cc3cncnc3)cc2)c1 (stereo partly specified) | -6[25 µM]
COc1ccc(NC(C)=O)c([N+](=O)[O-])c1[N+](=O)[O-] | 13
COc1ccc(C2=NN(C(=O)CN3CCCCC3)C(c3ccc(C)cc3)C2)cc1 (stereo unspecified) | -5
COC(=O)c1sc(NC(=O)Cc2cccs2)nc1C | -48
O=S(=O)(Nc1cccnc1)c1ccc(C2CCCCC2)cc1 | 11
O=S(=O)(c1ccccc1)N1C[C@@H]2N[C@H](C1)C2c1ccc(-c2cccnc2)cc1 (stereo partly specified) | 11&9[25 µM]
O=C(Cn1c2ccccc2c(=O)c2ccccc21)Nc1cccc(F)c1 | 11
C[C@@H]1CN([C@@H](C)CO)C(=O)c2cc(NC(=O)CCN3CCOCC3)ccc2O[C@@H]1CN(C)S(=O)(=O)c1cccs1 | -7[25 µM]
Cc1noc(C)c1C(=O)N(C)C[C@@H]1OCc2ccccc2-c2c(n(C)c3ccccc23)C(=O)N([C@@H](C)CO)C[C@H]1C | 0

Some of these compounds in order of SMILES length, falling:
SMILES | BL2 CD40 inh
Cc1ccc(S(=O)(=O)N(C)C[C@H]2OCCCC[C@H](C)Oc3ccc(NS(=O)(=O)c4ccccc4)cc3C(=O)N([C@H](C)CO)C[C@@H]2C)cc1 | 17
O=S(=O)(c1ccc(N2CCN(CCO)CC2)nc1)N1CCOCC1 | 1
Cc1cccc([N+](=O)[O-])c1C(=O)O | 9
COCc1c(C(N)=O)nnn1-c1nonc1N | 10

Additional records follow:
SMILES | BL2 CD40 inh
CCC(C)n1nccc1NC(=O)C(C)OC(=O)c1cc2ccccc2[nH]1 (stereo unspecified) | 0
C[C@@H]1CN([C@H](C)CO)C(=O)c2cccc(NS(=O)(=O)c3cn(C)cn3)c2O[C@H]1CN(C)C(=O)Nc1ccc(F)cc1 | -9[25 µM]
CN(CC(N)=O)S(=O)(=O)c1ccc(F)cc1 | 7
COC(=O)c1ccc(NC(=O)[C@H](C)NC(N)=O)cc1 | 5
O=C(C1CCC(C(=O)N2CCc3ccccc32)CC1)N1CCc2ccccc21 (stereo unspecified) | 7
O=C(Nc1ccc(S(=O)(=O)N2CCc3ccccc3C2)cc1)C1CCCO1 (stereo unspecified) | 11
CCN(CC)CC(O)COc1ccc2c(c1)OCO2 (stereo unspecified) | 8
CN(C)CC(=O)N[C@@H]1CC[C@@H](CCNC(=O)C2CCC2)O[C@@H]1CO | 10[25 µM]
CNC(=O)CN1C(=O)c2ccccc2S1(=O)=O | 2
O=C(Nc1nc(-c2cccnc2)cs1)c1ccc(S(=O)(=O)N2CCOCC2)cc1 | 5
COCC1CCCN(C(=O)c2cc(COc3cccc4cccnc34)on2)C1 (stereo unspecified) | -5
Cc1cccc(C)c1OCc1cc(C(=O)NC2CCC2)no1 | -36
Fc1ccc2c(c1)[C@H]1OCC[C@H]1[C@@H](c1ccco1)N2 | -12
O=C(COc1ncnc2ccccc12)Nc1cccc(S(=O)(=O)N2CCOCC2)c1 | 4
Cc1n[nH]c(C)c1CCNCc1ccc(OCC(O)CN2CCCCC2)cc1 (stereo unspecified) | 2
O=C(C[n+]1cccc(CO)c1)Nc1nc2ccccc2s1 | 4
COc1cccc(CN2CC3(C2)[C@H](c2ccccc2)[C@@H](CO)N3Cc2ccccc2OC)c1 | 22[25 µM]
COc1ccc(NC(=O)COc2ccc(N(C)S(=O)(=O)c3ccc(Cl)cc3)cc2)cc1OC | 5
O=C(NCCc1csc(-c2cccnc2)n1)c1cccc2ccccc12 | -1
COc1cc2c(cc1OC)C(c1ccccc1)=NCC2 | 19
O=C1N[C@@H](Cc2ccccc2)C(=O)N2CCC[C@@H]12 | 13
Cc1nn(CC(=O)OCC(=O)NC(C)c2ccccc2)c(C)c1[N+](=O)[O-] (stereo unspecified) | 0
Nc1nnc(SCCCOc2ccc(F)cc2)s1 | -31
COc1cccc(-c2ccc3n(c2=O)C[C@@H]2N[C@H]3[C@H](C(=O)N3CCCCC3)[C@H]2CO)c1 | -6[25 µM]
O=C(CCNC(=O)C1CCN(S(=O)(=O)c2ccccc2)CC1)NCc1ccccn1 | 7
CN(C)CC#Cc1ccc([C@H]2[C@H](CO)N3CCCCN(C(=O)Nc4cc(F)ccc4F)C[C@@H]23)cc1 | -19[25 µM]
COc1ccc2c3c([nH]c2c1)[C@H](CO)N(S(C)(=O)=O)CC31CN(C(=O)Cc2cccnc2)C1 | -6[25 µM]
CC1=NN(C2=NS(=O)(=O)c3ccccc32)C(C)(O)C1 (stereo unspecified) | 10
CC(C)NC(=O)N1[C@H](CO)[C@@H]2c3ccccc3N(C(=O)c3ccccn3)C[C@@H]21 | 13[25 µM]
CCN1CCN(c2cc(C)c3cc(NC(=O)Cc4ccccc4OC)ccc3n2)CC1 | -15
CCOC(=O)N1CCN(C(=O)C2CCN(S(=O)(=O)c3ccc(OC)cc3)CC2)CC1 | 4
CSc1nc2sc3c(c2c2nnnn12)CCCC3 | 1
Cc1ccc(/C=N/OC(=O)c2c(C)noc2-c2snnc2C)cc1 | 0
COC(=O)CCNC(=O)Cc1ccc(S(=O)(=O)N2CCCCC2)s1 | -1
Cc1ccc(NC(=O)COc2ccccc2)cc1S(=O)(=O)N1CCCCC1 | 13
COc1ccc(-n2c(=O)c3ccccc3n(CC(=O)NC3CCCC3)c2=O)cc1 | 1
COc1ccc(Nc2cc(Nc3ccc(OC)cc3)ncn2)cc1 | 5
Cc1cc(=O)n2nc(N3CCC(C(=O)NCc4ccccc4F)CC3)sc2n1 | 0
COc1ccccc1-c1ccc([C@@H]2[C@@H](C#N)N(C(=O)C3CCCCC3)[C@@H]2CO)cc1 | 21
COc1cccc(C#Cc2ccc([C@@H]3[C@@H](C#N)N(C(=O)c4ccccn4)[C@@H]3CO)cc2)c1 | 1[25 µM]
Cc1nn(-c2ccccc2)c(Cl)c1/C=C(/CC(=O)O)c1nc2ccccc2s1 | -4
Cc1c(C)n(C)c2ccc(C(=O)NCCc3ccco3)cc12 | -37
O=c1cc(Cn2ccnc2)c2cc3c(cc2o1)CCC3 | 2
CC1(C)Cc2nc3sc4c(N5CCCC5)nnnc4c3cc2CO1 | -2
C[C@H]1CN([C@@H](C)CO)C(=O)CCCn2cc(nn2)CO[C@H]1CN(C)Cc1ccc2c(c1)OCCO2 | 1
CCCCn1c(N)c(N(CCC(C)C)C(=O)c2[nH]c(C)c(C(=O)OCC)c2C)c(=O)[nH]c1=O | -3
COc1cc2c(cc1OC)CN(C(C)C(=O)N1CCc3ccccc31)CC2 (stereo unspecified) | 5
C[C@@H]1CN([C@H](C)CO)C(=O)c2c(c3ccccc3n2C)-c2ccccc2CO[C@@H]1CN(C)Cc1cccc(C(=O)O)c1 | -9
CN(CC(=O)Nc1ccccc1Cl)CC(=O)Nc1sc2c(c1C(N)=O)CCC2 | -9
Cc1ccc(S(=O)(=O)N(C)C[C@@H]2OCCCC[C@@H](C)Oc3ccc(NS(=O)(=O)c4ccccc4)cc3C(=O)N([C@H](C)CO)C[C@H]2C)cc1 | 32
Next section.
SMILES | BL2 CD40 inh
Cc1ccc(Nc2cc(Cl)nc(N)n2)c([N+](=O)[O-])c1 | 2
CCOC(=O)c1c(CN2CCCCC2)oc2ccc(OC)cc12 | 10
Cc1cccc(S(=O)(=O)N(C)C[C@@H]2OCc3ccccc3-c3c(n(C)c4ccccc34)C(=O)N([C@H](C)CO)C[C@@H]2C)c1 | 15
N#Cc1c(NC(=O)C2CCCO2)sc2c1CCCCC2 (stereo unspecified) | -94
CC(OC(=O)c1cnc(Cl)c(Cl)c1)C(=O)NCc1ccccc1 (stereo unspecified) | 2
COc1ccc(S(=O)(=O)N2CCN(C)CC2)cc1C(=O)N1CCCCC1 | -1
Cc1cc(NC(=O)CN2C(=O)NC(C)(c3ccccc3)C2=O)no1 (stereo unspecified) | 10
CCOCCn1c(CCCO)nc2ccccc21 | 11
O=C(Nc1c2c(nn1-c1ccccc1)CS(=O)C2)c1ccc2c(c1)OCO2 (stereo unspecified) | 17
C[C@@H](NC(=O)C[C@H]1CC[C@H]2[C@@H](COc3ccc(NS(=O)(=O)c4ccc(Cl)cc4)cc3C(=O)N2C)O1)c1ccccc1 | 31[25 µM]

The final 2 records of the part before lead into the next:
SMILES | BL2 CD40 inh
O=C(Nc1c2c(nn1-c1ccccc1)CS(=O)C2)c1ccc2c(c1)OCO2 (stereo unspecified) | 17
C[C@@H](NC(=O)C[C@H]1CC[C@H]2[C@@H](COc3ccc(NS(=O)(=O)c4ccc(Cl)cc4)cc3C(=O)N2C)O1)c1ccccc1 | 31[25 µM]
C[C@H](C(=O)N(C)C[C@H]1OCc2ccccc2-c2ccccc2C(=O)N([C@@H](C)CO)C[C@@H]1C)c1ccccc1 | 8
O=C(COc1ccc(S(=O)(=O)Nc2ccccc2)cc1)NCc1ccncc1 | 9
C(=C\c1nc(-c2ccncc2)no1)/c1ccccc1 | -42
CCN(C(=O)COC(=O)CCOc1cc(C)ccc1C)c1c(N)n(Cc2ccccc2)c(=O)[nH]c1=O | 19
CCS(=O)(=O)N1CCCCN2[C@H](CO)[C@@H](c3ccc(C#Cc4ccccn4)cc3)[C@@H]2C1 | -7[25 µM]
